# Bioassay records: PubChem BioAssay, Sanford-Burnham Center for Chemical Genomics
# HKDC1 inh – HKDC1 hexokinase inhibitors, primary screen, biochemical, fluorescence, uHTS. AID 493160, 2011. hit rate 0.16% among 340,000. recombinant HKDC1, G6PDH/diaphorase resazurin coupled fluorescence. inhibition, % at 20 µM;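 active = inhibition above about 35% when tested at 20 µM, limit read from the data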;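 also: plate controls were DMSO wells with enzyme for no effect and DMSO wells lacking enzyme for full effect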
# Target sequence (Q2TB90 whole entry, looked up): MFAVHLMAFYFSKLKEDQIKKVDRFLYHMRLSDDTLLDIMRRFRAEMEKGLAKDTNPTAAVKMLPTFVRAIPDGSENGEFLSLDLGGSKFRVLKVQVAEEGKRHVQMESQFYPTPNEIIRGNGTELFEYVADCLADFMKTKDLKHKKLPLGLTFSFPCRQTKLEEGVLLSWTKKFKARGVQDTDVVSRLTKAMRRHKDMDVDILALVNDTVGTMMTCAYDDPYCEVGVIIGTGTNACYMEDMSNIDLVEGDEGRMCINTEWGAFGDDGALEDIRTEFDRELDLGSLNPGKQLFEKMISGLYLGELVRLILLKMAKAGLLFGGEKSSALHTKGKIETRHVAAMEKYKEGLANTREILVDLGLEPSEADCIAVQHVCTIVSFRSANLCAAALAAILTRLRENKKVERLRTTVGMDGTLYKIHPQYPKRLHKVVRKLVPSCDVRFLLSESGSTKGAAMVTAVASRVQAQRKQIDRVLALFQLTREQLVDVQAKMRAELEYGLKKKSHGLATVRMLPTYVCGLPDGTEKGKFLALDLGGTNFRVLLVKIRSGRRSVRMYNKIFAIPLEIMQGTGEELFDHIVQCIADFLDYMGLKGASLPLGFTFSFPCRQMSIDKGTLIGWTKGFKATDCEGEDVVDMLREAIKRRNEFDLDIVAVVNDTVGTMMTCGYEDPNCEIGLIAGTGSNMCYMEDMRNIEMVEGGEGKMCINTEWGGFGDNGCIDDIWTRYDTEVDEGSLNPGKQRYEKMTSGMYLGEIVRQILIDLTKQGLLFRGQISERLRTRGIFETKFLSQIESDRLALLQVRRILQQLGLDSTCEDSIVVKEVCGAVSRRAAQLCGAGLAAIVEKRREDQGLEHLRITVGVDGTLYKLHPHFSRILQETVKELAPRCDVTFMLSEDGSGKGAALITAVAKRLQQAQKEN
#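 System: Recombinant HKDC1 hexokinase | Amount: HKDC1 at 5 µg/mL | Reagent: Glucose with 1 mM ATP | Doses: Single 20 µM dose | Incubation: Reaction time 90 min, room temperature, protected from light | Signal: Coupled resazurin fluorescence, excitation 525 nm, emission 613 nm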
# mIAP block – inhibitors of mouse IAP, primary screen, biochemical, luminescence, uHTS; purified mouse IAP, CDP-Star luminescence, 30 min; inhibition, % at 10 µM; hit rate 0.2% among 330,000; AID 2806, 2010;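 active = inhibition of at least 40% at 10 µM in the primary screen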;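 also: plate controls were DMSO with enzyme for no effect and no enzyme wells for full effect; values of inactives mirror those of a sister screen read the other way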
# hIAP activ – human IAP activators, primary screen, biochemical, luminescence, uHTS; hit rate 0.16% among 330,000; activation factor at 10 µM; purified human IAP, CDP-Star luminescence, 30 min; stronger effect = higher value; 1 = vehicle-only enzyme, 0 = enzyme-free background; Intestinal-type alkaline phosphatase (Homo sapiens), P09923;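 active = activation factor of the enzyme at least 2-fold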; also: the source names both 10 and 20 µM as test concentration; values of inactives mirror those of a sister screen read the other way
# PfG6PD inh – PfG6PD enzyme inhibitors, primary screen, biochemical, fluorescence intensity, uHTS. glucose-6-phosphate dehydrogenase-6-phosphogluconolactonase (Plasmodium falciparum 3D7). PfGluPho enzyme, NADPH resazurin-diaphorase fluorescence. inhibition, % at 20 µM. hit rate 0.78% among 350,000. AID 504690, 2011;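 active = inhibition reaching at least a set limit at 20 µM in the primary screen, cut at about 59% in these data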;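 also: 0% = DMSO wells with substrate and 100% = DMSO wells lacking glucose-6-phosphate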
# mIAP activ – activators of mouse IAP, primary screen, biochemical, luminescence, uHTS; intestinal alkaline phosphatase [Mus musculus]; muIAP, CDP-Star luminescence, 30 min; stronger effect = higher value; 1 = vehicle-only enzyme signal, 0 = enzyme-free wells; activation factor at 10 µM; hit rate 0.24% among 330,000;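 active = activation factor of at least 2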; also: the source names both 10 and 20 µM as test concentration; values of inactives mirror those of a sister screen read the other way
#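 Assay system: mouse IAP enzyme; reagent: chemiluminescent substrate CDP-Star; dosing: test compounds delivered from DMSO solution; schedule: 30 min at room temperature; measured by: luminescence from enzymatic CDP-Star hydrolysis; controls: DMSO-only wells and no-enzyme negative control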
# A3A deaminase – APOBEC3A ssDNA deaminase inhibitors, primary screen, selectivity assay for APOBEC3G inhibitor project, biochemical, FAM/TAMRA oligo cleavage fluorescence | inhibition, % at 20 µM | recombinant A3A, FAM/TAMRA ssDNA deamination fluorescence | DNA dC->dU-editing enzyme APOBEC-3A (Homo sapiens), P31941 | hit rate 0.41% among 330,000;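 active = at least 40% inhibition at 20 µM here, with at most 30% in a related deaminase screen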;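 also: plate controls were A3A with DMSO for no effect and wells lacking A3A enzyme for full effect; some results filed as inactive read as strong as hits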
# ATG4B inh – ATG4B protease inhibitors, primary screen, biochemical, fluorescence, uHTS; hit rate 0.51% among 340,000; inhibition, % at 8.33 µM; ATG4B cleavage of LC3-PLA2, NBD-HPC fluorescence, 1 h; Cysteine protease ATG4B (Homo sapiens), Q9Y4P1; AID 504462, 2011; in the data active = inhibition above about 40%
# hIAP block – human IAP inhibitors, primary screen, biochemical, luminescence, uHTS. purified IAP, CDP-Star luminescence, 30 min. inhibition, % at 10 µM. hit rate 0.12% among 330,000. AID 2544, 2010;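 active = inhibition reaching a set limit with compound at 10 µM in the primary screen, cut at about 35% in these data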;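 also: plate controls were DMSO wells with enzyme for no effect and no-enzyme buffer wells for full effect; values of inactives mirror those of a sister screen read the other way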
# * marks the source's active call; other numbers are inactive results; . = no result given.
# The first 2 records, ahead of the listing:
SMILES,HKDC1 inh,mIAP block,hIAP activ,PfG6PD inh,mIAP activ,A3A deaminase,ATG4B inh,hIAP block
O=C(COC(=O)/C=C/c1cccc(F)c1)NNC(=O)c1ccccc1,-6,14,1.1,1,0.86,-3,-5,-12
Cc1ccc(-n2cccn2)c(CN2CCCC(C(=O)c3sccc3C)C2)c1 (stereo not given),3,10,0.94,-6,0.9,-4,6,6

# The listing (from the top)
SMILES,HKDC1 inh,mIAP block,hIAP activ,PfG6PD inh,mIAP activ,A3A deaminase,ATG4B inh,hIAP block
O=C(COC(=O)/C=C/c1cccc(F)c1)NNC(=O)c1ccccc1,-6,14,1.1,1,0.86,-3,-5,-12
Cc1ccc(-n2cccn2)c(CN2CCCC(C(=O)c3sccc3C)C2)c1 (stereo not given),3,10,0.94,-6,0.9,-4,6,6
O=C(COc1ccccc1)N=C1SC2CS(=O)(=O)CC2N1c1ccccc1 (stereo not given),-3,6,1.2,3,0.94,-2,-7,-16
COc1ccc(OCCSc2nnc(-c3ccoc3C)n2C)cc1,-4,0,0.99,-5,1,-6,-1,1
CC1CCN(C(=O)COC(=O)Cn2cnc3ccccc32)CC1,0,-1,1,-12,1,-1,7,-1
O=C(CSc1oc(-c2ccccc2)nc1S(=O)(=O)c1ccccc1)NCC1CCCO1 (stereo not given),0,12,1.3,10,0.88,-5,-11,-32
CCC(=O)Nc1nnc(SCCOC)s1,-9,-8,0.85,5,1.1,2,-9,15
COc1ccc(/C=C/C(=O)N2CCNC(=O)C2)c(OC)c1,12,-4,0.91,-10,1,-6,-2,9
CC1CN(c2cc(-c3ccccc3)c3ccccc3n2)CC(C)O1 (stereo not given),1,-7,1.1,3,1.1,0,-11,-11
CCOc1ncccc1C(=O)OCc1ccc([N+](=O)[O-])cc1,-7,-8,1.1,-7,1.1,1,-11,-12
COc1ccccc1OCC(=O)Nc1ccc2c(c1)n(C)c(=O)n2C,3,5,0.81,-1,0.95,7,4,19
CCN(CC)C(=O)C1CCN(Cc2ccc(Br)cc2)CC1,-1,-3,0.98,-7,1,3,-4,2
COCCCNCCOCCSc1ccc(Cl)cc1,16,7,0.78,-17,0.93,-2,0,22
CC(C)N(Cc1ccccc1)C(=O)COC(=O)C1CCN(S(=O)(=O)c2ccc3c(c2)OCCO3)CC1,-2,1,1.3,-1,0.99,-1,-6,-26
CCn1cc(C(=O)NCCCOC(C)C)c2cc(OC)c(OC)cc2c1=O,19,-1,0.96,13,1,-3,-5,4
COc1ccc(NC(=O)CCc2c(C)nc3nc(CNC(=O)c4cccc(F)c4)nn3c2C)cc1OC,-5,-3,0.93,-4,1,0,2,7
Cn1c2ccccc2c(=O)c2c(=O)n(Cc3ccccc3)c(-c3ccc(F)cc3)nc21,-1,5,0.97,-21,0.95,-4,0,3
NC(=O)CC(NC(=O)Cc1ccc(Cl)cc1)c1ccc(NCC2CC2)c([N+](=O)[O-])c1 (stereo not given),2,6,0.85,-18,0.94,-4,-5,14
Cc1cc(OCCn2cncn2)ccc1[N+](=O)[O-],-3,4,1,-18,0.96,-1,1,0
O=C(CCCCCNC(=O)c1ccccc1)N/N=C/c1ccc(F)cc1,-7,-2,0.95,5,1,3,-3,5
COCCN(Cc1ccccc1)C(=O)C1CCN(S(=O)(=O)c2ccc3c(c2)OCCO3)CC1,-7,-1,0.94,2,1,-1,-10,6
COc1ccc2nc(SCC(=O)N(C)C3CCCCC3)c(C#N)cc2c1,9,8,1,9,0.92,-3,-7,-2
COc1ccccc1Oc1cc(C#N)c(C#N)cc1-n1nnc2ccccc21,16,2,0.93,5,0.98,-5,10,7
COc1cc2c(cc1OC)C(/C(C#N)=N\O)=NC(C)(C)C2,-7,-6,1,-7,1.1,-3,-13,-1
Fc1ccccc1Cc1ccc(Cl)nn1,14,0,0.92,-11,1,1,1,8
Cc1cc(NS(=O)(=O)c2ccc(NC(=O)N[C@H](C(=O)O)C(C)C)cc2)no1,-3,3,0.82,-18,0.97,0,2,18
O=C(Nc1c(C(=O)N2CCC(N3CCCCC3)CC2)oc2ccccc12)c1ccc(F)cc1,-4,3,0.94,12,0.97,-4,3,6
COc1ccc(C2C(C(=O)Nc3ccccn3)=C(C)Nc3ncnn32)c(OC)c1 (stereo not given),-7,-5,0.92,-2,1,-5,-8,8
COc1ccc2c(c1)O[C@H](c1ccc3c(c1)OCO3)[C@@H](OC(=O)N[C@H]1CCCc3ccccc31)C2=O,0,-7,1.1,8,1.1,-10,8,-14
COc1cc(C(=O)Nc2nnc(C3=COCCO3)o2)cc(OC)c1OC,-36,5,1.1,-1,0.95,-6,0,-8
Cc1ccc(C(=O)NS(=O)(=O)c2ccc(C)cc2)cc1,-6,14,0.92,-11,0.86,-1,-5,8
O=C(CCN1C(=O)C2C3C=CC(C3)C2C1=O)Nc1ccc(F)cc1 (stereo not given),-1,-11,1.2,-12,1.1,-1,-2,-23
Fc1cc2nccnc2cc1N1CCSCC1,-1,6,1.1,4,0.94,-2,-4,-10
O=S(=O)(Nc1nc2ccc(S(=O)(=O)N3CCCC3)cc2s1)c1ccc(F)cc1,11,7,1.1,-1,0.93,2,3,-11
Cc1cc(S(=O)(=O)Nc2cccnc2)c(C)s1,-5,7,1.1,-1,0.93,-1,3,-10
Cc1ccc2c3c([nH]c2c1)C(=O)CC(C)(C)S3,-3,4,0.98,8,0.96,-4,-15,2
Clc1ccc2c(c1)C(N1CCNCC1)Cc1ccccc1S2 (stereo not given),1,4,0.89,27,0.96,0,-4,11
CCc1ccc(CN(C)CC(O)COc2cccc3ccccc23)cc1 (stereo not given),4,0,1.1,19,1,-2,-5,-6
O=C(Nc1ccc(Oc2ccsc2C(=O)O)cc1)c1ccccc1F,-7,5,0.87,4,0.95,0,3,13
CCN(CC)C(=O)CS(=O)CC(=O)Nc1cc(OCCOC)c(Cl)cc1Cl (stereo not given),-1,-1,1.2,-11,1,-2,10,-22

# Arranged by count of non-hydrogen atoms (lowest first): some entries from above.
SMILES,HKDC1 inh,mIAP block,hIAP activ,PfG6PD inh,mIAP activ,A3A deaminase,ATG4B inh,hIAP block
Fc1cc2nccnc2cc1N1CCSCC1,-1,6,1.1,4,0.94,-2,-4,-10
Cc1ccc(C(=O)NS(=O)(=O)c2ccc(C)cc2)cc1,-6,14,0.92,-11,0.86,-1,-5,8
Clc1ccc2c(c1)C(N1CCNCC1)Cc1ccccc1S2 (stereo not given),1,4,0.89,27,0.96,0,-4,11
O=S(=O)(Nc1nc2ccc(S(=O)(=O)N3CCCC3)cc2s1)c1ccc(F)cc1,11,7,1.1,-1,0.93,2,3,-11
O=C(Nc1c(C(=O)N2CCC(N3CCCCC3)CC2)oc2ccccc12)c1ccc(F)cc1,-4,3,0.94,12,0.97,-4,3,6

# Further results
SMILES,HKDC1 inh,mIAP block,hIAP activ,PfG6PD inh,mIAP activ,A3A deaminase,ATG4B inh,hIAP block
Cc1[nH]c2ccccc2c1-c1nc2ccccc2[nH]1,0,-4,1.1,2,1,0,-1,-9
Cc1ccnc(NC(=O)c2cccc(S(=O)(=O)N3CCN(c4ccc(F)cc4)CC3)c2)c1,-1,2,1.1,17,0.98,3,3,-9
O=C1c2cccc(O)c2C(=O)c2c(O)cccc21,.,31,0.74,.,0.69,6,.,26
COc1ccccc1NC(=S)NCCc1ccc(Cl)cc1,-1,-37,1.2,2,1.4,-4,-1,-18
CCCn1c(=O)c2ccccc2n2c(SC(C)C(N)=O)nnc12 (stereo not given),-6,7,0.89,-1,0.93,-2,-1,11
CC(=O)Nc1ccc(C(=O)OCc2ccc(Cl)cc2)cc1,-5,8,0.8,4,0.93,-4,5,20
O=C(c1ccco1)N1CCN(CC(O)Cn2c3ccccc3c3ccccc32)CC1 (stereo not given),-4,0,1.1,15,1,2,-3,-14
COc1cc(-c2nnc(NC(=O)CS(=O)(=O)c3ccc(F)cc3)o2)cc(OC)c1OC,1,-3,0.99,10,1,-13,-11,1
COc1ccccc1CNC(=O)/C=C/C(=O)O,-3,-18,1.1,-12,1.2,-4,1,-9
Cc1c(Cl)cccc1NC(=S)N(CCN(C)C)C(C)c1ccccn1 (stereo not given),-3,-2,0.96,2,1,4,-4,4
O=C(Cc1ccc(S(=O)(=O)N2CCOCC2)s1)Nc1ccccc1Br,1,-18,0.96,-6,1.2,9,-8,4
Cc1ccc(NC(=O)C(OC(=O)c2cc(C)oc2C)c2ccccc2)cc1 (stereo not given),14,-9,0.81,10,1.1,1,-5,19
O=C(CN1CCCCCC1)Nc1ccc([N+](=O)[O-])cc1Br,0,11,0.79,-14,0.89,-2,1,21
CCC(=O)N1c2ccccc2C(N(C(C)=O)c2ccccc2)CC1C (stereo not given),2,-3,1.1,-10,1,2,-8,-10
CCCn1c(=O)c2c(nc3n2CCCN3CCc2ccccc2)n(C)c1=O,-2,4,0.84,10,0.96,0,0,16
CCCCN(C(=O)c1c(CC)noc1C)c1c(N)n(CC(C)C)c(=O)[nH]c1=O,-2,0,0.98,2,1,-3,-1,2
COc1ccc(CN(C(=O)c2nsc(Cl)c2Cl)C(C(=O)NC2CCCC2)c2ccc(C)cc2)cc1 (stereo not given),-3,3,0.96,4,0.97,14,-9,4
COc1ccc(NC2SC(=O)N(C)C2=O)cc1 (stereo not given),-28,1,0.98,-31,0.99,-1,1,2
O=C(CSc1nnc(Cc2ccccc2)o1)NCCN1C(=O)CSC1=O,-2,-14,1.1,6,1.1,-5,-7,-13
O=C(N/N=C/c1cc([N+](=O)[O-])ccc1O)c1cc(-c2ccccc2)nc2ccccc12,-26,28,1.1,-42,0.72,2,4,-10
CC(NCc1ccc2c(c1)OCO2)c1ccccc1 (stereo not given),-5,-2,0.96,-4,1,-2,9,4

# Entries of single compounds, looked up by structure. Order of screens: HKDC1 inh, mIAP block, hIAP activ, PfG6PD inh, mIAP activ, A3A deaminase, ATG4B inh, hIAP block
# Entry for `O=C(CSc1nnc(Cc2ccccc2)o1)NCCN1C(=O)CSC1=O` = -2, -14, 1.1, 6, 1.1, -5, -7, -13
# Entry for `CCCn1c(=O)c2ccccc2n2c(SC(C)C(N)=O)nnc12` (stereo not given) = -6, 7, 0.89, -1, 0.93, -2, -1, 11
